# Bioassay records: PubChem BioAssay, National Center for Advancing Translational Sciences (NCATS)
# CCT modulator: modulators of cytosolic chaperonin (CCT/TRiC) activity. 360,000 compounds, 0.3% hits. AID 651819. purified chaperonin ATPase assay, HTRF ADP detection, 30 min. activity change, % (no concentration beside the values), hits read low; in the data active means activity change below about -30%; further: on the % scale 0 is the no-effect control and ±100 the full control effect
#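 First, chaperonin was dispensed at 40 nM or 20 nM final depending on batch activity. Next, compounds were pinned at 76 uM and ATP added at 10 uM. After 30 min at 37 °C, ADP detection reagents ran 30 min at ambient temperature.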
# EPAC1 antagonist: blocks human EPAC1 exchange factor; O95398; Potency, µM (highest dose often 115 µM), inactives show top-dose activity change, negative = inhibition, hits mostly inhibitors; 360,000 compounds, 0.14% hits; EPAC1 GEF assay, Rap1b-BODIPY-GDP exchange fluorescence; AID 720709;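 further: potency means the concentration at half of the fitted maximal effect; plate controls were vehicle for no effect and positive control for full effect; nearly all actives have a fitted effect of over 50% in size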
# EPAC2 agonist: EPAC2 (human) agonism; Q8WZA2; Potency, µM (series often up to 154 µM), for the others: top-dose activation, actives largely listed as activators; EPAC2 activation, biochemical qHTS; response scale: 100% = 6.5 mM cAMP response; 360,000 compounds, 0.079% hits; AID 720711; further: potency means the concentration at half of the fitted maximal effect; nearly all actives have a fitted effect of over 50% in size
#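 Each well held 100 nM EPAC2, 250 nM RAP1B-BODIPY-GDP and 50 uM GDP. Fluorescence, read at 5-min intervals to 30 min, was referenced to a 6.5 mM cAMP positive control.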
# PI5P4K alpha inh: blocks human PI5P4K alpha kinase activity | P48426 | PI5P4Kalpha enzyme, ADP-Glo luminescence, 60 min; stronger effect = lower value | max response, % | 330,000 compounds, 1.2% hits | AID 652105; active means max response of -50% or lower; inconclusive means between -30% and -50%; inactive means -30% or higher; further: value at the top dose of about 77 µM; on the % scale 0 is the no-effect control and ±100 the full control effect
# Target sequence (P48426 whole entry, looked up): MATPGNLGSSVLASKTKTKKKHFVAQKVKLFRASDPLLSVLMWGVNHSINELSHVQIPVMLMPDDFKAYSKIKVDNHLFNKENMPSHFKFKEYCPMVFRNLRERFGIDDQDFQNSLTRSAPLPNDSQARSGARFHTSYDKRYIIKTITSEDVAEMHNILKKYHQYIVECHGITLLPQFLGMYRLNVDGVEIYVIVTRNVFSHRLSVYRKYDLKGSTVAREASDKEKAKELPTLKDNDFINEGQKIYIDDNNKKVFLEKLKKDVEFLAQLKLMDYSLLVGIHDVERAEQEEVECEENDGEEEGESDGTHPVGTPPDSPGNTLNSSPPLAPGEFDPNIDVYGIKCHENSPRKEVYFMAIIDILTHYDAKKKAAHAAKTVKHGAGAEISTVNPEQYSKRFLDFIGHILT
#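 Quantitative HTS of the MLSMR library against PI5P4Kalpha with substrate. ATP added last at 5 microM final; room temperature, 60 minutes. Remaining ATP depleted, ADP converted and read as luminescence.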
# WRN inhibitor: inhibitors of human WRN helicase | Q14191 | WRN helicase unwinding, fluorescent forked duplex, kinetic | Potency, µM (titrated, usually from 114 µM), inactives show top-dose activity change, negative = inhibition, usual class: inhibitors | 360,000 compounds, 0.46% hits; further: potency means the concentration at half of the fitted maximal effect; on the % scale 0 is the no-effect control and ±100 the full control effect; nearly all actives have a fitted effect of over 55% in size
#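 Screening of the MLSMR collection measured strand separation of a quenched forked DNA duplex (100 nM) by 20 nM WRN with 2 mM ATP, all final. Compounds were preincubated with enzyme 15 min at room temperature.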
# EPAC1 ag: agonists of human EPAC1; 360,000 compounds, 0.073% hits; AID 720707; O95398; EPAC1 agonist qHTS, biochemical assay; response scale: 100% = response to 6.5 mM cAMP; Potency, µM (highest dose often 154 µM), for inactives: at the top dose activation, usual class: activators; further: potency means the concentration at half of the fitted maximal effect; nearly all actives have a fitted effect of over 60% in size
#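 Compounds were pinned as a concentration titration into mixtures of EPAC1 (100 nM), BODIPY-GDP-loaded Rap1B (250 nM) and GDP (50 uM). After 5 min at room temperature, fluorescence was followed for 30 min; activity was scaled to 6.5 mM cAMP.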
# IL2 activator: activators of IL-2. 360,000 compounds, 0.065% hits. activation, % (series mostly up to about 46 µM). IL-2 activation reporter assay, cell-based qHTS; stimulated with anti-CD3/CD4/CD28 beads; in transgenic mouse T cells; in the data active means activation above about 50%; inconclusive means mostly about 30% to 49%; further: 0% is about no effect
#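 Using fluorescent plate cytometry, EGFP and DsRed are detected in transgenic mouse T cells stimulated 18 h at 37 degrees C with antibody-coated beads after 60 min compound pretreatment.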
# PLK1 PBD block: PLK1 (human) polo-box domain binding inhibition. P53350. Plk1 PBD binding of FITC phosphopeptide, fluorescence polarization. Potency, µM, inactives show max response, negative = inhibition, most hits filed as inhibitors. 360,000 compounds, 2.8% hits; further: potency means the concentration at half of the fitted maximal effect; series mostly up to about 57 µM; on the % scale 0 is the no-effect control and ±100 the full control effect; nearly all actives have a fitted effect of over 65% in size
# Target sequence (P53350 whole entry, looked up, the tested form may be a part): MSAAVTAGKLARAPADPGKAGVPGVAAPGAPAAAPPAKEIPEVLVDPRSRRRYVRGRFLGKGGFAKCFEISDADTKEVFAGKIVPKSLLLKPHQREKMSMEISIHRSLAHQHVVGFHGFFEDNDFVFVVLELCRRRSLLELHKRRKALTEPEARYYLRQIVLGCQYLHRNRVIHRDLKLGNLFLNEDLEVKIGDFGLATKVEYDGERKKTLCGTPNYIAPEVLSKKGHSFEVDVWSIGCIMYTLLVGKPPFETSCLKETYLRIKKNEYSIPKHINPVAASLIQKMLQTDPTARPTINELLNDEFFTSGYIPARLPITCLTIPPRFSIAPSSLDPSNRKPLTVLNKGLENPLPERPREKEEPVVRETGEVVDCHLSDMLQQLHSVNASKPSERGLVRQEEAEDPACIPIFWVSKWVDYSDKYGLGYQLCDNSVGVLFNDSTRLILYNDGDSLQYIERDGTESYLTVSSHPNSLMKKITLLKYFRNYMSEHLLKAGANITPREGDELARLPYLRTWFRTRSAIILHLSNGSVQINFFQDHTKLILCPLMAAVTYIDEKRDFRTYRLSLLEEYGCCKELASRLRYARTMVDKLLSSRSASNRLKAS
# * marks the source's active call; other numbers are inactive results; ? = inconclusive; . = no result given; [ ] = another dose, or the depositor's remark. Unless noted, the call rests on the fitted dose curve; in most records, active means well fitted curve in the direction sought with a large enough effect; inconclusive means small, poorly fitted or top-dose-only effect, or another doubt; inactive means no such curve, though single readings can be large; an effect the other way counts as inactive or inconclusive.
item	Compound	CCT modulator	EPAC1 antagonist	EPAC2 agonist	PI5P4K alpha inh
1	Cc1cc(C)n(Cc2ccc(C(=O)NCCC3=CCCCC3)o2)n1	-0.6	0%	-3%	-4
2	Cc1ccc(-c2ccc3c(c2)O[C@H](CN(C)Cc2cncnc2)[C@@H](C)CN([C@H](C)CO)S3(=O)=O)cc1	-1.1	5%	-7%	0
3	COc1ccc(N2CCN(S(=O)(=O)CCNC(=O)COc3ccccc3)CC2)cc1	-6.7	?	22%	1
4	O=C(O)c1ccc(OCC(O)Cn2cnc3ccccc32)cc1 (centres undefined)	-5.7	4%	-3%	-7
5	Cc1ccc2[nH]c(=O)c(CN(C)C(=O)c3cccs3)cc2c1	2.1	-4%	6%	-10
6	CCNc1nc(NCC)nc(N(C)/N=C/c2ccco2)n1	-2.2	6%	5%	-3
7	CC(/C=N/NC(=O)c1cc(-c2ccc(C)s2)[nH]n1)=C\c1ccccc1	-1.1	4%	2%	-3
8	Cc1ccc(-c2nnc(-c3cccc(NC(=O)c4cccs4)c3)o2)cc1	-44*	-11%	4%	1
9	CC(=O)N1c2ccc(S(=O)(=O)N3CCC(C(=O)Nc4ncccc4C)CC3)cc2CC1C (centres undefined)	1.7	-10%	-9%	18
10	O=C1c2cccc3c([N+](=O)[O-])ccc(c23)C(=O)N1CC1CCCO1 (centres undefined)	-0.1	21%	9%	2
11	COCCn1c(=O)[nH]c(=O)c2c1nc(-c1cc(Br)c3c(c1)OCO3)n2Cc1ccccc1	-0.5	-8%	6%	-12
12	Cc1nn(-c2ccccc2)nc1CNC(=O)c1ncoc1-c1ccccc1	1.2	-14%	17%	3

item	WRN inhibitor	EPAC1 ag	IL2 activator	PLK1 PBD block
1	-16%[57.1 µM]	-6%	-1.6	-6%
2	-2%	-13%	-4.9	0%
3	6%	-7%	-1.5	-20%
4	2%	-2%	-3.6	0%
5	4%[57.1 µM]	6%	-0.9	30µM*
6	2%	7%	-1.7	4%
7	1%	-8%	0.1	-4%
8	-16%	1%	0.1	-6%
9	0%	-14%	0.2	-22%
10	1%	11%	6.0	?
11	-2%	11%	2.2	?
12	-12%	7%	2.8	-12%

# An excerpt from above in order of length of the SMILES, falling:
item	Compound	CCT modulator	EPAC1 antagonist	EPAC2 agonist	PI5P4K alpha inh
2	Cc1ccc(-c2ccc3c(c2)O[C@H](CN(C)Cc2cncnc2)[C@@H](C)CN([C@H](C)CO)S3(=O)=O)cc1	-1.1	5%	-7%	0
11	COCCn1c(=O)[nH]c(=O)c2c1nc(-c1cc(Br)c3c(c1)OCO3)n2Cc1ccccc1	-0.5	-8%	6%	-12
9	CC(=O)N1c2ccc(S(=O)(=O)N3CCC(C(=O)Nc4ncccc4C)CC3)cc2CC1C (centres undefined)	1.7	-10%	-9%	18
7	CC(/C=N/NC(=O)c1cc(-c2ccc(C)s2)[nH]n1)=C\c1ccccc1	-1.1	4%	2%	-3
8	Cc1ccc(-c2nnc(-c3cccc(NC(=O)c4cccs4)c3)o2)cc1	-44*	-11%	4%	1
12	Cc1nn(-c2ccccc2)nc1CNC(=O)c1ncoc1-c1ccccc1	1.2	-14%	17%	3
5	Cc1ccc2[nH]c(=O)c(CN(C)C(=O)c3cccs3)cc2c1	2.1	-4%	6%	-10
1	Cc1cc(C)n(Cc2ccc(C(=O)NCCC3=CCCCC3)o2)n1	-0.6	0%	-3%	-4
4	O=C(O)c1ccc(OCC(O)Cn2cnc3ccccc32)cc1 (centres undefined)	-5.7	4%	-3%	-7
6	CCNc1nc(NCC)nc(N(C)/N=C/c2ccco2)n1	-2.2	6%	5%	-3

item	WRN inhibitor	EPAC1 ag	IL2 activator	PLK1 PBD block
2	-2%	-13%	-4.9	0%
11	-2%	11%	2.2	?
9	0%	-14%	0.2	-22%
7	1%	-8%	0.1	-4%
8	-16%	1%	0.1	-6%
12	-12%	7%	2.8	-12%
5	4%[57.1 µM]	6%	-0.9	30µM*
1	-16%[57.1 µM]	-6%	-1.6	-6%
4	2%	-2%	-3.6	0%
6	2%	7%	-1.7	4%

# As entered above.
# In WRN inhibitor, no. 7 is listed with 1%
# In CCT modulator, no. 8 is listed with -44*

# (continued)
item	Compound	CCT modulator	EPAC1 antagonist	EPAC2 agonist	PI5P4K alpha inh
13	COc1ccc(C(C)=O)cc1CC(=O)NC1CCCCCC1	0.8	-7%	12%	-4
14	O=C(c1ccc([N+](=O)[O-])s1)N1CCc2ccccc21	-1.6	-22%	-5%	-1
15	COc1ccc(NC(=O)CN(c2ccc(OC)cc2)S(=O)(=O)c2ccc(OC)c(OC)c2)cc1	-2.0	-17%	10%	0
16	Cn1c(CNc2cccc(C(F)(F)F)c2)n[nH]c1=S	0.2	-3%	0%	-2
17	O=C(c1cccn2c(=O)c3ccc(Cl)cc3nc12)N1CCN(Cc2ccc3c(c2)OCO3)CC1	-0.4	16%	6%	.
18	COc1ccc(C(=O)N(c2c(C)cccc2C)C(COC(C)=O)COC(C)=O)cc1	-2.7	-9%	14%	-4
19	CCOc1ccc(N=C2C(=O)N(CN3CCOCC3)c3ccccc32)cc1	0.9	-14%	0%	-4
20	C=CCNC(=S)NNC(=O)c1ccc(OCC)cc1	-0.1	5%	2%	7
21	Cc1ccc(S(=O)(=O)N2C[C@H]3n4c(=O)ccc(=O)n4C[C@H](OC(=O)Nc4cccs4)[C@@]3(O)C2)cc1	2.0	?	-11%	-7
22	Cc1cccnc1NC(=O)Nc1cccc(C(F)(F)F)c1	-2.7	7%	0%	2
23	COc1ccc(C2=NC(=O)NC2c2ccc(OC)cc2)cc1 (centres undefined)	0.6	6%	6%	3
24	COc1ccccc1CCC(=O)NNC(=O)c1cccs1	-3.9	-1%	5%	4

item	WRN inhibitor	EPAC1 ag	IL2 activator	PLK1 PBD block
13	-31%	2%	-2.0	-6%
14	-11%	-6%	-1.2	12%
15	-6%	10%	0.5	-8%
16	1%	1%	1.1	27µM*
17	3%	-5%	-1.7	-8%
18	3%	-7%	0.5	-15%
19	-33%	12%	-0.1	-14%
20	0%	-16%	0.7	-1%
21	-9%	0%	-1.3	-12%
22	-2%	2%	2.7	-5%
23	-11%	8%	0.2	-1%
24	2%	5%	-0.7	5%

# (further entries)
item	Compound	CCT modulator	EPAC1 antagonist	EPAC2 agonist	PI5P4K alpha inh
25	CCOC(=O)Cc1csc(NC(=O)Nc2ccc(F)cc2)n1	-1.4	-14%	5%	-4
26	COc1ccc(S(=O)(=O)N2CCN(CC(=O)NC3CCCC3)CC2)cc1	-1.9	-15%	9%	-9
27	Cc1cccc2cc(COC(=O)C(C)C)c(=O)[nH]c12	-5.7	-2%	6%	-3
28	O=C(O)c1cc(NN=Nc2cccc([N+](=O)[O-])c2)cc([N+](=O)[O-])c1	-3.5	?	4%	?
29	Cc1cc(CSc2nc(C)cc(=O)[nH]2)c2ncccc2c1	2.0	-24%	9%	-6
30	CC(=O)C1=CCC(c2cccs2)N(S(=O)(=O)c2ccc(C)cc2)C1 (centres undefined)	-1.2	4%	11%	-2
31	Cc1ccc(S(=O)(=O)/N=C(/Nc2ccc([N+](=O)[O-])cc2)c2ccccc2)cc1	0.2	-25%	18%	6
32	COc1cccc(OC)c1NC(=O)NC(=O)c1c(OC)c(Br)cc([N+](=O)[O-])c1OC	-3.6	0%	-4%	0
33	Cc1c(C)n(-c2ccccc2)c2ncnc(NCCCN(C)C)c12	0.1	-4%	7%	5
34	COc1ccccc1N1CCN(C(=O)c2cc3cc(Br)ccc3oc2=O)CC1	-1.6	1%	9%	-8
35	COCCNC(=O)/C(C#N)=C/c1cccs1	0.2	15%	5%	2
36	CC(C)(CO)NCC(O)Cn1cc(C=O)c2ccccc21 (centres undefined)	3.1	-9%	11%	1

item	WRN inhibitor	EPAC1 ag	IL2 activator	PLK1 PBD block
25	-5%	-8%	-5.1	2%
26	11%	4%	-0.4	-5%
27	-6%	3%	0.7	-3%
28	-11%	8%	-1.2	-15%
29	-5%	0%	-5.1	-15%
30	-6%	12%	0.4	-4%
31	-17%	14%	0.3	-5%
32	1%	0%	-1.9	3%
33	-1%	-2%	0.7	-8%
34	-2%	7%	-1.4	-9%
35	3%	11%	-0.7	25%
36	?	-3%	-2.7	-5%

# Additional results follow.
item	Compound	CCT modulator	EPAC1 antagonist	EPAC2 agonist	PI5P4K alpha inh
37	O=C(CN1CCOCC1)N/N=C/c1cc2ccccc2nc1Cl	-0.3	-1%	-3%	-1
38	C=CCN(CC=C)S(=O)(=O)c1ccc(NC(=S)NC(=O)c2ccco2)cc1	-1.6	-14%	9%	4
39	COc1ccc(NC(=O)Nc2cc(C)ccc2OC(F)F)c(OC)c1	-1.9	-8%	10%	.
40	Cc1nc(CCNC(=O)C2CCC(=O)N(Cc3cccc(F)c3)C2)sc1C (centres undefined)	1.7	15%	7%	2
41	COc1ccc(NC(=O)CNC(=O)Cc2cccc3ccccc23)c(OC)c1	2.9	-8%	2%	-19
42	O=C(C[C@@H]1C/C=C\CC[C@@H](Cc2ccc(F)cc2)C(=O)OC[C@@H](Cc2ccccc2)NC1=O)NCCO	-0.8	-11%	1%	7
43	O=C(NC(=S)N1CCOCC1)c1ccc([N+](=O)[O-])cc1	-1.8	-20%	7%	-1
44	CCc1ccc(NC(=S)N2CCCC(C(F)(F)F)C2)cc1 (centres undefined)	-4.0	-9%	-1%	1
45	Cc1cccc(C)c1NC(=S)N(CCCN1CCOCC1)Cc1cccnc1	-13	-18%	8%	-8
46	C=CCNc1nnc(-c2ccncc2)s1	-0.4	1%	6%	5
47	C[C@@H](OC(=O)c1[nH]cnc1C(=O)NCc1ccc(CNC(=O)OC(C)(C)C)cc1)c1ccccc1	0.5	-17%	-2%	10
48	COCCCNC(=O)COc1ccc(Cl)c(C)c1	0.2	4%	8%	.

item	WRN inhibitor	EPAC1 ag	IL2 activator	PLK1 PBD block
37	6%	2%	-0.5	-3%
38	8%	-1%	-0.6	-11%
39	-17%	10%	-1.0	-3%
40	-3%	12%	-2.0	-19%
41	-10%	0%	-0.3	-8%
42	-4%	-6%	0.1	0%
43	23%	2%	0.0	-13%
44	1%	-6%	-1.7	-19%
45	4%	-4%	-1.2	-6%
46	-1%	-3%	1.0	4%
47	-14%	2%	-0.5	1%
48	0%	0%	-2.1	-10%

# Random excerpt: two records from the list, in no set order.
item	Compound	CCT modulator	EPAC1 antagonist	EPAC2 agonist	PI5P4K alpha inh
46	C=CCNc1nnc(-c2ccncc2)s1	-0.4	1%	6%	5
41	COc1ccc(NC(=O)CNC(=O)Cc2cccc3ccccc23)c(OC)c1	2.9	-8%	2%	-19

item	WRN inhibitor	EPAC1 ag	IL2 activator	PLK1 PBD block
46	-1%	-3%	1.0	4%
41	-10%	0%	-0.3	-8%

# This is a subset, so the mix of outcomes need not match the whole.
